Epigenetic mod: epigenetic GFP locus derepression in mouse cells | mouse C127i GFP locus derepression, cytometry, 30 h | Potency, µM (highest dose often 46.1 µM), inactives show at the highest dose GFP derepression (activation) | 0.09% of 68,000 active; also: % of control where 0% means no effect
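Locus derepression in mouse mammary C127i cells whose integrated CMV-GFP reporter is normally silent; GFP expression after 30 h compound treatment was quantified by counting fluorescent cells.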
BRCT inh red: BRCT-phosphoprotein interaction inhibition (red fluorophore) | BRCT-phosphopeptide binding, red fluorescence polarization | Potency, µM (doses to about 76.9 µM), for the others: top-dose activity change, negative = inhibition, hits mostly inhibitors | 0.03% of 75,000 active | AID 892; also: % is scaled to controls: 0 for no effect and ±100 for the full control effect
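Rhodamine-labelled pBACH1 10-mer (100 nM) bound to BRCT domain (100 nM) at pH 7.3; compounds incubated 12 min room temperature, polarization read. Free peptide defines full inhibition; unlabelled decapeptide titrated as control.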
4-MU autofl: compound fluoresces in the 4-MU spectral region | compound autofluorescence, 340/450 nm, 4-MU equivalents; stronger effect = higher value | max dye-equivalent concentration, M | 11% of 59,000 active; in the data active = max dye-equivalent concentration above about 10 nM; inconclusive = mostly about 1.1 nM to 9.6 nM
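Compounds in 100 mM Tris, pH 8.0, incubated 15 min at room temperature, then fluorescence read at 340 nm excitation/450 nm emission. Signal converted to 4-MU dye-equivalent concentration using an on-plate six-point 4-MU standard curve.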
UbGFP stabilizer: ubiquitin-GFP accumulation via proteasome inhibition; Ubiquitin-GFP reporter cells, proteasome inhibition, GFP fluorescence; response scale: untreated = 0%, 10 µM MG-132 = 100%; Potency, µM (series often up to 45.9 µM), for inactives: at the highest dose activation (GFP accumulation), actives largely listed as activators; 67,000 tested, under 10 active; active = well fitted activation curve with a large enough effect, not every such curve was filed as active; inconclusive = small, poorly fitted or top-dose-only effect, or another doubt; inactive = no such curve, though single readings can be large or run the other way; also: potency is read from the fitted curve at half-maximal effect
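U2OS Ub(G76V)-GFP reporter; O/N plating, 0.5% FBS; cpd 46 uM–2.9 nM, 4 h, 37 °C; GFP+ cell count, 488/515 nm; norm. to basal vs 10 uM MG-132; CRC fit.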
A350 fluor: compound fluoresces in the Alexa 350 spectral region | Compound autofluorescence, 340/450 nm, Alexa 350 dye-equivalents; stronger effect = higher value | max dye-equivalent concentration, M | 11% of 59,000 active | AID 590; in the data active = max dye-equivalent concentration above about 10 nM; inconclusive = mostly about 1.1 nM to 9.6 nM
CRE Fsk mod: alters forskolin-stimulated CRE reporter signaling in CHO cells | CHO CRE-bla reporter (cAMP response element driving beta-lactamase), forskolin EC10, beta-lactamase ratio | Potency, µM (doses to about 38.2 µM), without a hit: top-dose activity change, negative = inhibition, hits mostly activators | 2.5% of 71,000 active | AID 662; active = well fitted activation curve with a large enough effect in the signal ratio, with a control signal flat, not every such curve was filed as active; inconclusive = small, poorly fitted or top-dose-only effect, or effect the other way, or a change in a side signal; the % refers to the signal ratio; also: potency is read from the fitted curve at half-maximal effect; % of control where 0% means no effect
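Titrated compounds plus EC10 NKH 477 on CHO CRE-bla cells, 3 h, 37 °C. CCF4, 2 h RT. Ratio 460/530 nm → AC50.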
15-hLO inh: 15-hLO (ALOX15) enzyme inhibition; purified 15hLO-1, xylenol orange hydroperoxide absorbance; Potency, µM (series often up to 57.1 µM), without a hit: at the top dose activity change, negative = inhibition, actives largely listed as inhibitors; 1.4% of 74,000 active; AID 887; also: potency is read from the fitted curve at half-maximal effect; % is scaled to controls: 0 for no effect and ±100 for the full control effect; nearly all actives have a fitted effect of over 55% in size
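Quantitative HTS in 25 mM Hepes pH 7.5 containing 0.01% Triton X-100: human 15hLO-1 at 40 nM, arachidonic acid at 50 uM, 6 min turnover. Product quantified via ferrous oxidation/xylenol orange, 573:405 nm absorbance ratio.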
BRCT inh green: blocks human BRCA1 BRCT binding to phosphopeptide, green readout. P38398. BRCA1 BRCT-phosphopeptide binding, green fluorescence polarization. Potency, µM (series often up to 76.9 µM), without a hit: at the top dose activity change, negative = inhibition, usual class: inhibitors. 0.05% of 75,000 active;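 also: potency is read from the fitted curve at half-maximal effect; plate controls were peptide without protein for full effect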
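Fluorescence polarization: His-tagged BRCT (~35 kDa BRCA1 C-terminus, 250 nM) bound to 100 nM fluorescein-labeled phosphorylated 10-aa BACH1 peptide, pH 7.3 phosphate buffer with DTT and Tween 20. Compounds incubated 12 min at room temperature; inhibition read as lowered polarization.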
Hsp90 Hop PPI: changes Hsp90-Hop TPR2A binding signal, up or down; AlphaScreen TPR2A-His6 binding biotin-Hsp90 C-terminal peptide; Potency, µM (highest dose often 57 µM), inactives show at the highest dose activity change, negative = inhibition; AID 595; 0.44% of 71,000 active; active = well fitted curve in either direction with a large enough effect; inconclusive = small, poorly fitted or top-dose-only effect, or another doubt; also: potency is read from the fitted curve at half-maximal effect; % is scaled to controls: 0 for no effect and ±100 for the full control effect; many of its hits are not listed in these tables
HBB splicing: modulators of hemoglobin beta chain splicing; HBB splicing reporter cell assay, activation; EGFP reporter with mutant IVS2-654 intron; response scale: normalised to 500 nM splice-correcting PNA; Potency, µM (highest dose often 46.1 µM), for inactives: at the top dose activation, actives largely listed as activators; 0.06% of 65,000 active; AID 925; also: potency is read from the fitted curve at half-maximal effect; 0% is about no effect
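Compounds were applied for 2 days to HeLa EGFP-654 cells, 500/well in Optimem with 2% FCS. The reporter's EGFP is disrupted by mis-splicing of beta-globin intron IVS2-654. Readout: summed well GFP fluorescence from 488 nm laser scanning; reference was 500 nM antisense […] 654 PNA.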
DNA Pol III inh: DNA polymerase III holoenzyme inhibition; reconstituted DNA polymerase III holoenzyme replication, biochemical; Potency, µM (titrated, usually from 57.1 µM), inactives show at the top dose activity change, negative = inhibition; 0.25% of 71,000 active; also: potency is read from the fitted curve at half-maximal effect; % is scaled to controls: 0 for no effect and ±100 for the full control effect
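Reconstituted *E. coli* holoenzyme (0.35 nM Pol III, 1 nM beta, 154 nM SSB, 2 nM primase) was preincubated with compound for 15 min at RT. Synthesis on 1.4 nM ssM13Gori ran 35 min, then was stopped with PicoGreen/EDTA and read as dsDNA fluorescence.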
The depositor's hits bear a star; i = inactive; ? = inconclusive; / = no result given; [ ] = remark or other dose. Unless noted, calls follow the shape of the dose curve; as a rule, active = well fitted curve in the direction sought with a large enough effect; inconclusive = small, poorly fitted or top-dose-only effect, or another doubt; inactive = no such curve, though single readings can be large; an effect the other way counts as inactive or inconclusive. Outcome played no part in choosing rows, and some 12% of all compounds hit somewhere here.

SMILES	Epigenetic mod	BRCT inh red	4-MU autofl	UbGFP stabilizer	A350 fluor	CRE Fsk mod	15-hLO inh	BRCT inh green	Hsp90 Hop PPI	HBB splicing	DNA Pol III inh
CCOC(=O)Cn1c2ccc(OC)cc2c2nc3ccccc3nc21	7%	1.0%	i	4%	i	16%	?	-1.9%	-7%	-1.3%	-7%
COc1ccccc1C1C(C(=O)c2sc(C)nc2C)=C(O)C(=O)N1CCN1CCOCC1 (configuration not stated)	0%	-0.8%	i	3%	?	?	11%	-1.1%	-3%	9.8%[0.369 µM]	-4%
c1coc(Cn2c(SCc3nc4ccccc4[nH]3)nnc2-c2cccs2)c1	0%	0.5%	i	2%	i	-5%	4%	-1.3%	-1%	-0.5%	-3%
Nc1ccc(Cl)cc1Cl	/	2.2%	/	/	/	-7%	4%	0.5%	0%	-0.1%	-2%
CN1CCN(c2ncc3nc(-c4ccc(Cl)cc4)c(=O)n(Cc4ccc(F)cc4)c3n2)CC1	5%[9.22 µM]	0.1%	1.4e-08M*	6%	1.5e-08M*	?	-4%	4.9%	1%	2.8%	12%
COc1ccc(Cc2nnc(NC(=O)c3ccco3)s2)cc1OC	0%	-0.6%	i	-3%	i	?	1%	0.5%	-6%	/	-6%
COc1ccc(C(=O)O)cc1S(=O)(=O)N(C)CCc1cccnc1	1%	-0.2%	i	0%	i	-7%	3%	-2.9%	2%	-1.7%	-13%
CCN1CCCC1CNC(=O)CSc1cc(=O)n(C)c2cc(Cl)ccc12 (configuration not stated)	0%	-1.3%	i	4%	i	10%	12%	1.3%	1%	-1.0%	-3%
O=C(NC1CCCCC1)C(c1ccccc1)N1CCCC1 (configuration not stated)	2%	-0.1%	i	0%	i	-23%	-1%	-1.5%	-5%	-1.4%	-3%
COC(=O)c1nc(-c2ccccc2)n[nH]1	-1%	-0.6%	i	2%	i	-3%	5%	-0.4%	-2%	0.8%[57.5 µM]	-5%
COc1cccc(C2NC(=O)NC(O)(C(F)(F)F)C2C(=O)c2cccnc2)c1OC (configuration not stated)	0%	-0.4%	/	0%[9.17 µM]	/	?	-1%[11.4 µM]	-3.0%	-7%[11 µM]	-5.4%[0.0738 µM]	-4%[11.4 µM]
COc1ccc(OC(C)C(=O)NCc2cccnc2)cc1 (configuration not stated)	-1%	0.5%	i	9%	i	2%	3%	-2.2%	-3%	-0.3%	1%
COc1cc(C2NC(=O)NC(C)=C2C(=O)OCc2ccccc2)ccc1O (configuration not stated)	-2%	-1.5%	/	-10%	/	10%	-5%	0.0%	-2%	0.1%[9.22 µM]	-3%
COc1ccc(C(=O)N2CC(=O)N(CCc3ccccc3)C(=O)C2)cc1OC	-1%	0.2%	i	11%	i	13%	3%	-1.1%	-2%	-0.5%	3%
COc1ccc(-c2noc(CCC(=O)NCc3cc(Br)ccc3OC)n2)cc1	-7%	-0.1%	i	12%	i	5%	-2%	0.9%	-1%	4.8%	1%
Cc1ccc(CNS(=O)(=O)c2ccc3oc(C(=O)O)c(C)c3c2)cc1	2%	-0.3%	i	-1%	i	15%	-6%	0.3%	3%	-2.9%[57.5 µM]	0%
Cc1cc(C)cc(NC(=O)C2CCN(S(=O)(=O)c3c(C)n[nH]c3C)CC2)c1	-2%	0.2%	?	1%	1.2e-08M*	-5%	-6%	1.4%	-1%	0.0%	0%
Cc1noc(C)c1S(=O)(=O)N1CCC(C(=O)N2CCC(C)CC2)CC1	-1%	0.0%	i	-5%	i	7%	1%	-4.5%	2%	-1.5%	-6%
N#C[C@@H](Cc1ccc(O)c(O)c1)C(=O)N1CCc2ccccc21	-1%	0.9%	?	-6%	?	?	0.63µM*	-4.3%	6.3µM*	0.8%	-13%
O=C(Nn1nnnc1Nc1ccccc1)C12CC3CC(CC(C3)C1)C2	2%	-0.3%	i	4%	?	-12%	-1%	-0.7%	-2%	2.0%[0.369 µM]	0%

Given in CSV form: entries from further up
structure,Epigenetic mod,BRCT inh red,4-MU autofl,UbGFP stabilizer,A350 fluor,CRE Fsk mod,15-hLO inh,BRCT inh green,Hsp90 Hop PPI,HBB splicing,DNA Pol III inh
CCN1CCCC1CNC(=O)CSc1cc(=O)n(C)c2cc(Cl)ccc12 (configuration not stated),0%,-1.3%,i,4%,i,10%,12%,1.3%,1%,-1.0%,-3%
O=C(NC1CCCCC1)C(c1ccccc1)N1CCCC1 (configuration not stated),2%,-0.1%,i,0%,i,-23%,-1%,-1.5%,-5%,-1.4%,-3%

Given with each value named: entries from further up.
Cc1cc(C)cc(NC(=O)C2CCN(S(=O)(=O)c3c(C)n[nH]c3C)CC2)c1
- Epigenetic mod = -2%
- BRCT inh red = 0.2%
- 4-MU autofl = ?
- UbGFP stabilizer = 1%
- A350 fluor = 1.2e-08M*
- CRE Fsk mod = -5%
- 15-hLO inh = -6%
- BRCT inh green = 1.4%
- Hsp90 Hop PPI = -1%
- HBB splicing = 0.0%
- DNA Pol III inh = 0%
c1coc(Cn2c(SCc3nc4ccccc4[nH]3)nnc2-c2cccs2)c1
- Epigenetic mod = 0%
- BRCT inh red = 0.5%
- 4-MU autofl = i
- UbGFP stabilizer = 2%
- A350 fluor = i
- CRE Fsk mod = -5%
- 15-hLO inh = 4%
- BRCT inh green = -1.3%
- Hsp90 Hop PPI = -1%
- HBB splicing = -0.5%
- DNA Pol III inh = -3%

(further entries)
SMILES	Epigenetic mod	BRCT inh red	4-MU autofl	UbGFP stabilizer	A350 fluor	CRE Fsk mod	15-hLO inh	BRCT inh green	Hsp90 Hop PPI	HBB splicing	DNA Pol III inh
O=c1c(O)c(-c2ccccc2)oc2cc(O)cc(O)c12	-5%[9.22 µM]	0.6%	?	-1%	?	?	-24%[25.6 µM]	0.2%	-9%	/	-8%
O=C(O)CSc1cccc2cccc(C(=O)O)c12	/	0.2%	/	11%	/	-12%	-4%	-0.7%	-6%	0.2%	3%
CCCCC(=O)Nc1ccc(C(=O)N2CCN(c3ccccc3OC)CC2)cc1	0%	-0.6%	i	-4%	i	-15%	-3%	0.2%	-3%	0.9%	6%
CCC(=O)c1ccc(CCCCCC(=O)O)s1	-2%	2.3%	/	-13%	/	0%	-3%	-0.8%	0%	0.2%	-16%
CC(C)[C@H](NC(=O)NCCc1ccc(F)cc1)C(=O)O	2%	-2.8%	i	-4%	i	0%	-6%	-1.0%	0%	-1.9%[57.5 µM]	-1%
O/N=C1/CCc2cccc3cccc1c23	0%	-0.9%	/	4%	/	-2%	-8%	-0.4%	-1%	-1.3%[9.22 µM]	1%
O=C(O)c1ccccc1	/	0.6%	/	/	/	-7%	0%	-1.1%	0%	-0.2%	-3%
N#CCSc1nnc(N)s1	2%	-1.6%	i	-6%	i	?	-2%	-2.3%	4%	0.2%	1%
CCOC(=O)c1cc(-c2ccccc2)n(CC(=O)N2CCCC2)c1C	-1%	0.9%	i	-10%	i	?	1%	-1.0%	-6%	2.4%	5%
COc1cc2nc(N3CCNCC3)nc(N)c2cc1OC	3%	-0.6%	?	-4%	?	11%	1%	-4.7%	?	0.2%	-4%
CCCCCn1c(CN2CCN(c3cccc(Cl)c3)CC2)nc2c1c(=O)n(C)c(=O)n2C	4%	-2.9%	i	-1%	i	?	-25%	2.6%	0%	-2.6%[57.5 µM]	-4%
CCOC(=O)c1cnc2c(C(F)(F)F)cccc2c1N1CCOCC1	?	0.7%	i	-8%	i	-1%	-26%	-1.1%	-6%	-0.7%	-3%
Cc1ccc2nc(N3CCOCC3)c3nncn3c2c1	0%	1.4%	/	9%	/	?	2%	-0.1%	-6%	-0.2%	-7%
c1ccc([C@H](c2cccc3c2ccc2ccccc23)[C@H](c2ccccc2)c2cccc3c2ccc2ccccc23)cc1	2%[9.22 µM]	-1.1%[15.4 µM]	i	2%[9.17 µM]	i	19%[7.6 µM]	8%[11.4 µM]	-0.3%[15.4 µM]	-3%[11 µM]	-0.2%[9.22 µM]	1%[11.4 µM]
CCSc1nnc([C@@H]2CCCN2C(=O)OC(C)(C)C)o1	7%	-0.6%	i	4%	i	3%	7%	-2.6%	2%	-1.7%[57.5 µM]	-5%
O=C(O)c1ccccc1SCc1ccc2c(c1)OCO2	5%	0.7%	i	-2%	i	-7%	8%	-2.9%	-3%	-0.6%	-11%
CC(C)(C)OC(=O)N1CCC(C(N)=O)CC1	/	-1.7%	/	-14%	/	-1%	-4%	-0.1%	-5%[2.3 µM]	1.1%	-7%
CS(=O)(=O)N(CC(=O)NCc1ccco1)c1ccc2c(c1)OCO2	3%	-0.5%	2.7e-08M*	2%	2.9e-08M*	-7%	-7%	-0.1%	-5%	5.6%	-1%
COc1ccc(OC)c(C2C(C(=O)c3cccs3)=C(O)C(=O)N2c2cc(C)on2)c1 (configuration not stated)	-2%	0.9%	?	5%	1.1e-08M*	0%	44%[activator]	-0.8%	-3%	-2.4%	-6%
